Bioassay records (PubChem BioAssay)
HEK293 tox – cytotoxicity in counter-screen for GLP-1R inverse agonists; Potency, µM (doses to about 38.3 µM), without a hit: top-dose activity change, negative = inhibition, actives largely listed as inhibitors; 410,000 compounds, 0.13% hits; HEK293 cAMP-luciferase reporter cells, luminescence, 24 h; AID 624418;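 note: loss of luciferase light is scored as toxicity; potency is the fitted concentration of half-maximal effect; % is set by controls: 0 for no effect and ±100 for the full control effect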
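1536-well qHTS counterscreen of the MLSMR; 200 cells/uL, 12 h pre-incubation, 23 nL cpd, 24 h at 37 deg C 5% CO2, luciferase detection reagent, 12 min RT, luminescence. Inhibition = undesired.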
aSyn yeast inh – rescues yeast growth from alpha-synuclein toxicity | Potency, µM (doses to about 46.1 µM), for inactives: at the top dose growth rescue (activation), usual class: activators | 370,000 compounds, 0.14% hits | Yeast expressing alpha-synuclein, growth rescue, BacTiter-Glo, 24 h; note: potency is the fitted concentration of half-maximal effect; % of control where 0% means no effect; nearly all actives have a fitted effect of over 65% in size
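Rescue of yeast growth: cells expressing toxic alpha-synuclein, induced in galactose at OD600 0.02, incubated with compound 24 h at 30 C. ATP luminescence quantified growth; inhibitors of toxicity appear as activators.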
GLP-1R inv ag – acts as inverse agonist at human GLP-1 receptor; P43220; HEK293 GLP-1R CRE-luciferase, luminescence, 24 h; GLP-1R form is constitutively active; Potency, µM (top dose mostly 38.3 µM), without a hit: at the highest dose activity change, negative = inhibition, actives largely listed as inhibitors; 410,000 compounds, 1.6% hits; note: potency is the fitted concentration of half-maximal effect; % is set by controls: 0 for no effect and ±100 for the full control effect; nearly all actives have a fitted effect of over 55% in size
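Readout was luciferase luminescence, measured 12 min after detection reagent at room temperature. Beforehand, GLP-1R reporter HEK293 cells had sat 12 h, then received compounds for 24 hr at 37 deg C.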
Akt phos inh – blocks phosphorylation of Akt | Neuro2A IGF-stimulated pAkt S473 HTRF, 20 min; stronger effect = lower value | activity change, % for hits at 50 µM | 360,000 compounds, 0.32% hits | AID 651550; in the data active = activity change below about -80%; inconclusive = mostly about -51% to -80%; note: % is set by controls: 0 for no effect and ±100 for the full control effect
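Neuro2A cells in DMEM with 0.5% FBS, overnight at 37 deg C, given compound at single 50 µM final, then IGF (6 nM final) for 20 min at 37 deg C. Lysed; phospho-Akt Ser473 by HTRF after 24 h, 665/615 ratio.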
Abeta yeast res – A-beta toxicity reversal in yeast; yeast expressing A-beta42, growth rescue, OD600, 48 h; response scale: 0% DMSO, 100% iron-clioquinol control; Potency, µM (top dose mostly 46.1 µM), for inactives: at the highest dose growth rescue, most hits filed as activators; 410,000 compounds, 0.063% hits; AID 1347071; note: potency is the fitted concentration of half-maximal effect; nearly all actives have a fitted effect of over 55% in size
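Yeast growth medium received pinned compounds, then yeast cells expressing toxic A-beta were added; plates incubated at 30 C for 48 hr. Growth read as absorbance at 600 nm, normalized to DMSO and equimolar FeCl3 plus clioquinol controls.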
FUS suppressor – FUS proteinopathy suppression in yeast; 390,000 compounds, 0.24% hits; AID 1347120; Potency, µM (highest dose often 76.6 µM), for the others: at the highest dose growth rescue (activation), hits mostly activators; S. cerevisiae FUS-expressing, growth rescue, OD600, 24 h;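 note: potency is the fitted concentration of half-maximal effect; plate controls were DMSO vehicle for no effect and reference control for full effect; nearly all actives have a fitted effect of over 55% in size; some results filed as inactive show a strong effect at the top dose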
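Galactose (2%) drives FUS expression in yeast precultured in raffinose; seeding density OD 0.005. Test compounds incubated 24hr at 30C and 99% humidity before absorbance at 600 nm was measured.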
PTHR1 agonist – activates the human parathyroid hormone receptor PTHR1; Q03431; Potency, µM (highest dose often 115 µM), inactives show top-dose activation, hits mostly activators; HEK293 GP2 PTHR1 cells, GloSensor cAMP luminescence, 1 h; 410,000 compounds, 0.075% hits; note: potency is the fitted concentration of half-maximal effect; nearly all actives have a fitted effect of over 55% in size; some results filed as inactive show a strong effect at the top dose; inactives centre near -15; many of its hits are not listed in these tables
Target sequence (Q03431 whole entry, looked up): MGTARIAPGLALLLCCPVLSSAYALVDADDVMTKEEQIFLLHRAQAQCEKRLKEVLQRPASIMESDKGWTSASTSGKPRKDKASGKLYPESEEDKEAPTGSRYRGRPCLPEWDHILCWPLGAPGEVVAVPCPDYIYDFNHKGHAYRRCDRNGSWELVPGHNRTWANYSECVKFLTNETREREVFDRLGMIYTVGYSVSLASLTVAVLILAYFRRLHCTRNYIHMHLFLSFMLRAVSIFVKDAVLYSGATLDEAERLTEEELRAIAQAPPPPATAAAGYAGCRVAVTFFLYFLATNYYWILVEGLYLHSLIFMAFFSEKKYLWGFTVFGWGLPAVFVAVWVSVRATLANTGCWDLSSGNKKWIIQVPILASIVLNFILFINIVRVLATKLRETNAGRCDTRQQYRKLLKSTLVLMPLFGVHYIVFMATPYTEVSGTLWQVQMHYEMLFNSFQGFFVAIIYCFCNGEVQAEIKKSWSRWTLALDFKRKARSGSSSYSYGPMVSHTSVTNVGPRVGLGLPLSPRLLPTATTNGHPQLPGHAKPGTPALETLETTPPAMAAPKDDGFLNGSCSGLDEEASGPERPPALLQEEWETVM
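HEK-293-derived GP2 cells expressing PTHR1 and a GloSensor cAMP reporter, 3,000/well, plated overnight, given luciferin plus IBMX (each 0.5 mM as added) for 1 h at 37 °C, then compound for 1 h at 37 °C. Luminescence was read after 15 min at room temperature.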
Mm-Cpn inhibitor – inhibitors of Methanococcus maripaludis chaperonin (MmCpn) | Potency, µM (top dose mostly 76.9 µM), for the others: at the top dose activity, negative = inhibition, actives largely listed as inhibitors | purified Mm-Cpn ATPase, ADP Transcreener TR-FRET | 330,000 compounds, 0.031% hits | AID 504842; note: potency is the fitted concentration of half-maximal effect; % is set by controls: 0 for no effect and ±100 for the full control effect; nearly all actives have a fitted effect of over 80% in size
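Purified archaeal chaperonin (25 nM final) was preincubated with compound for 10 min at 37°C, then ATP (10 uM final) was added for 30 min at 37°C in Tris pH 7.4/KCl/MgCl2/DTT buffer. ADP was quantified by HTRF Transcreener TR-FRET.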
TDP-43 yeast inh – inhibitors of TDP-43 toxicity in yeast; TDP-43 expressing yeast growth rescue, BacTiter-Glo, 24 h; 410,000 compounds, 1.8% hits; Potency, µM (top dose mostly 46.1 µM), inactives show at the highest dose growth rescue (activation), most hits filed as activators; note: potency is the fitted concentration of half-maximal effect; % of control where 0% means no effect; nearly all actives have a fitted effect of over 50% in size
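Yeast expressing TDP-43 (pregrown in raffinose, seeded at OD600=0.02 in galactose medium) exposed to compounds 24 hr at 30 deg C. Growth read by BacTiter-Glo luminescence; rescue of toxicity appears as increased signal.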
Starred values were filed as active, the others as inactive; i = inactive; ? = inconclusive; · = no result given; [ ] = dose if it differs, or a comment. Unless noted, calls come from the whole dose curve; as a rule, active = well fitted curve in the direction sought with a large enough effect; inconclusive = small, poorly fitted or top-dose-only effect, or another doubt; inactive = no such curve, though single readings can be large; an effect the other way counts as inactive or inconclusive.

cpd | structure | HEK293 tox | aSyn yeast inh | GLP-1R inv ag | Akt phos inh | Abeta yeast res | FUS suppressor | PTHR1 agonist | Mm-Cpn inhibitor | TDP-43 yeast inh
1 | CC(C)C[C@H](NC(=O)OC(C)(C)C)c1nnc(SCc2cccc(F)c2)o1 | 3% | 1% | -29% | i | ? | 1% | -93%[inhibitor] | -3% | -11%
2 | O=C(NCc1ccc(F)cc1)c1cc(C2CCCN(S(=O)(=O)c3ccccc3)C2)on1 (stereo not drawn) | 2% | 0% | ? | i | -21% | -3% | -53%[inhibitor] | · | -2%
3 | c1ccc2[nH]c(-c3cnco3)cc2c1 | -9% | 0% | 6% | i | ? | 3% | -9% | -1% | 0%
4 | CS(=O)(=O)c1cccc(NC(=O)C2CCCN2S(=O)(=O)c2ccc(F)cc2)c1 (stereo not drawn) | -1% | 0% | 10% | i | 8% | 16% | i | 1% | -17%
5 | N#CCc1cnc2ccccc2n1 | 18% | -4% | 50%[activator] | i | 8% | 19% | -3% | 4% | -23%
6 | COc1ccc(NC(=O)C23CC4CC(CC(Cl)(C4)C2)C3)cc1S(=O)(=O)N1CCOCC1 | -15% | 14% | ? | i | 10% | 16% | -1% | 1% | -3%
7 | Clc1ccc(-c2cc(-c3ccccc3)on2)cc1 | 5% | -1% | 11% | i | -3% | -25% | i | -1% | 15%
8 | O=C(O)C1CCN(S(=O)(=O)c2ccc(N3CCC(O)CC3)c([N+](=O)[O-])c2)CC1 | 7% | 0% | 7% | i | 1% | · | i | -5% | 6%
9 | Cc1c(NC(=O)Nc2ccccc2[N+](=O)[O-])c(=O)n(-c2ccccc2)n1C | -7% | 3% | 7% | i | -3% | 9% | -10% | 3% | -5%
10 | CCN(CC)S(=O)(=O)c1cc(NC(=O)Cn2ncc(Cl)c(Cl)c2=O)ccc1C | ? | 1% | ? | i | 4% | 34% | -27% | -8% | -6%
11 | CCOC(=O)C1=C(C)NC2=C(C(=O)CCC2)C1c1cc(OC)ccc1OC (stereo not drawn) | -3% | 3% | 0% | · | -2% | 24% | -4%[57.5 µM] | 2% | -18%
12 | O=C(CSc1ncn[nH]1)N1CCOCC1 | 6% | -4% | 7% | i | 3% | -34% | i | 3% | 6%
13 | Cn1c(=O)c2cc(NC(=O)CC(C)(C)C)ccc2n1-c1ccccc1F | -5% | 0% | -27% | i | -7% | 14% | -13% | · | 7%
14 | CC(C)[C@H]1C=C(C(=O)O)O[C@@H](OCc2ccc(CO)cc2)C1 | -21% | 5% | -2% | i | -11% | -26% | ? | 0% | 5%
15 | O=C(Nc1ccccc1)c1cccc(Cn2cc(C(F)(F)F)ccc2=O)c1 | -1% | 1% | ? | i | -11% | 14% | -22% | ? | 5%
16 | COc1ccc(C(=O)NCc2nnc(SCC(=O)Nc3nnc(C)s3)o2)cc1 | 1% | -2% | 8% | i | -9% | 2% | -17% | -1% | 15%
17 | COc1ccc(OC)c(C2=NOC(C(=O)NCc3cccnc3)C2)c1 (stereo not drawn) | -9% | -6% | 11% | i | -8% | 20% | -17% | 1% | -11%
18 | CC1(c2ccccc2)NC(=O)N(CC(=O)NC(=O)NCc2ccco2)C1=O (stereo not drawn) | -14% | ? | -22% | i | 11% | 17% | i | 1% | 12%
19 | CN1CCN(C(=O)c2cc([N+](=O)[O-])cc([N+](=O)[O-])c2)CC1 | 1% | 0% | 19% | i | -7% | -11% | -24% | 0% | 9%
20 | C[C@H](NC(=O)[C@@H]1Cc2ccccc2CN1)C(=O)Nc1ccc2c(c1)OCCO2 | 10% | 2% | 5% | i | 8% | 1% | i | ? | 0%
21 | COc1ccc(CNC(=O)C2=CCN(S(=O)(=O)c3ccc(C)cc3)CC2)cc1 | 3% | 0% | 8% | i | -10% | 17% | -10% | 1% | -9%
22 | Cc1cccc2cc(C#N)c(NCCCn3ccnc3)nc12 | 59%[activator] | 5% | 7% | i | 8% | · | -7% | 1% | 0%
23 | COc1cccc(S(=O)(=O)NCc2ccc(C(=O)NCc3ccccn3)cc2)c1 | ? | 2% | ? | i | 2% | · | 21% | -1% | 29%
24 | Cc1nc2ccc(Cl)cc2n1C | -11% | -2% | 10% | i | -8% | -13% | -3% | · | -9%
25 | CCOC(=O)c1c(CN2CCN(Cc3ccccc3)CC2)n(C)c2cc(Br)c(OC)cc12 | 4% | -17% | ? | i | -14% | 1% | i | -3% | -18%
26 | COC(CNC(=O)c1ccc2nc(-c3ccccc3)c(-c3ccccc3)nc2c1)OC | 13% | -7% | ? | i | 7% | 55% | 0% | -3% | 3%
27 | COc1cccc(CN(C)C(=O)CN2C(=O)NC(c3ccccc3)(c3ccccc3)C2=O)c1OC | -26% | 10% | ? | i | -1% | 6% | i | -6% | -1%
28 | COc1cc(OC)cc(-c2c(-c3cccs3)c3cc(-c4ccc(OC)nc4)ccc3n2C)c1 | 5% | -1% | ? | i | -6% | -9% | -6% | -5% | ?
29 | CCN(c1cccc(C)c1)S(=O)(=O)c1cc(Br)cc2c1N(C(C)=O)C(C)C2 (stereo not drawn) | -13% | · | ? | · | 0% | 40% | -26% | · | 15%
30 | O=[N+]([O-])c1cc(/C=N\Nc2nc(-c3ccccc3)cs2)ccc1O | ? | -10% | 16% | i | -5% | 10% | -20% | 0% | -3%
31 | O=C(Nc1ccc(C(F)(F)F)cc1)C1CCN(S(=O)(=O)c2ccc(N3CCCC3=O)cc2)CC1 | 4% | -4% | -2% | i | · | -15% | -43% | -1% | 7%
32 | CSc1ccc(-c2nnc(NC(=O)c3ccc4c(c3)OCCO4)o2)cc1 | 2% | · | 2% | · | 13% | -4% | i | · | ?
33 | CN(Cc1ccccc1F)C(=O)c1ccc(Oc2ccccc2)cc1 | -4% | 5% | ? | i | 6% | 24% | -5% | 0% | ?
34 | Cn1c(=O)c2c(ncn2CC(=O)N/N=C/C=C/c2ccccc2)n(C)c1=O | -16% | -8% | 10% | i | -3% | · | i | 4% | 18%
35 | CCN1CCN(c2cc(=O)n(C3CCCCC3)c(=O)[nH]2)CC1 | 3% | -1% | 3% | i | 2% | -12% | i | 0% | 26%
36 | CC1(C(=O)O)CCCN(C(=O)C2(c3ccc(Cl)cc3)CCCC2)C1 (stereo not drawn) | 4% | -8% | 17% | i | -7% | 10% | i | · | 18µM*
37 | CCS(=O)(=O)N1CCC2(CC1)OCCN2S(=O)(=O)c1ccc(C)cc1 | -5% | 2% | 17% | i | -21% | 2% | i | 0% | -10%
38 | Cc1ccc(C)c(OC(=O)c2cccc(S(=O)(=O)N3CCN(C)CC3)c2)c1 | -6% | -7% | ? | i | -6% | · | -23% | -3% | 4%
39 | O=[N+]([O-])c1ccc(COc2ccccc2CN2CCCC2)cc1 | -5% | 3% | 9% | i | -2% | 5% | -8% | · | 17%
40 | CO/N=C(/CS(=O)(=O)c1ccc(Br)cc1)c1ccc(OC)cc1 | -20% | 14% | ? | i | -22% | -14% | i | 1% | -13%
41 | Cc1nn(-c2cc(N3CCOCC3)ccc2N)c(=O)c2ccccc12 | -7% | -11% | 7% | i | 19% | 4% | -4%[57.5 µM] | -4% | 16%
42 | Cc1ccc(CNC(=O)C(NS(=O)(=O)c2ccc3nc(C)sc3c2)C(C)C)cc1 (stereo not drawn) | -15% | -8% | -8% | i | -10% | -21% | i | -2% | 9%
43 | O=S(=O)(c1cccs1)N1CCN(c2ccccn2)CC1 | 0% | -1% | 0% | i | 8% | -2% | i | 3% | 0%
44 | COc1cccc(C(=O)c2cc3ccc(O)cc3oc2=O)c1 | 17% | -14% | 0% | i | -39% | ? | ? | -7% | -36%[inhibitor]
45 | Nn1cnnc1N/N=C/c1ccc(Cl)c([N+](=O)[O-])c1 | ? | -14% | ? | i | 9% | 14% | -3% | -4% | -7%
46 | CCN(CC)S(=O)(=O)c1ccc2oc(C(=O)Nc3ccc(OC)cc3OC)c(C)c2c1 | 4% | 1% | 0% | i | 4% | 2% | -15% | 1% | -5%
47 | COCCNc1ncnc2c1[nH]c1ccccc12 | 11% | -8% | 1% | i | 11% | 10% | -38% | -2% | -11%

Not all compounds are listed; rates above refer to the full screens.
